5HT1E ag – agonists of human 5-HT1E serotonin receptor; CHO 5-HT1E Ga15 NFAT-bla reporter, FRET; 0% DMSO wells, 100% control agonist wells; activation, % at 6 µM; hit rate 0.69% among 65,000; AID 574;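 active = activation above a set limit, the screen-wide mean activation plus 3 SD, cut at about 8.5% in these data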;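 note: 100% = positive control agonist at 1 µM giving full maximal response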
Target sequence (P28566 whole entry, looked up): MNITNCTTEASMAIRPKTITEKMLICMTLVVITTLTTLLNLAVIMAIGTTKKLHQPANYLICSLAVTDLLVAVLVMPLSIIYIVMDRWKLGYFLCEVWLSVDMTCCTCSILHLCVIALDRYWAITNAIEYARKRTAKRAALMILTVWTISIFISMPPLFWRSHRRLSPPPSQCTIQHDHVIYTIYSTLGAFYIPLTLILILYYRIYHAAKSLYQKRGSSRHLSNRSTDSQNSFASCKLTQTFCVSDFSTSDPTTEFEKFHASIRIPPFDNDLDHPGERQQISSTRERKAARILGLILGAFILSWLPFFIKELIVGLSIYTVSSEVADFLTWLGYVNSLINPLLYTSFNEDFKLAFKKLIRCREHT
RORA act – RORA (human) activation | CHO-K1 Gal4-RORA LBD luciferase reporter, luminescence; percent increase over mock-subtracted basal signal | activation, % at 10 µM | hit rate 1.5% among 65,000 | AID 560;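 active = activation above the mean of all tested compounds plus 3 SD, cut at about 49% in these data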;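 note: 0% = DMSO-treated RORA cells and 100% = added signal equal to DMSO minus mock-transfected cells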
Target sequence (P35398 whole entry, looked up, the tested form may be a part): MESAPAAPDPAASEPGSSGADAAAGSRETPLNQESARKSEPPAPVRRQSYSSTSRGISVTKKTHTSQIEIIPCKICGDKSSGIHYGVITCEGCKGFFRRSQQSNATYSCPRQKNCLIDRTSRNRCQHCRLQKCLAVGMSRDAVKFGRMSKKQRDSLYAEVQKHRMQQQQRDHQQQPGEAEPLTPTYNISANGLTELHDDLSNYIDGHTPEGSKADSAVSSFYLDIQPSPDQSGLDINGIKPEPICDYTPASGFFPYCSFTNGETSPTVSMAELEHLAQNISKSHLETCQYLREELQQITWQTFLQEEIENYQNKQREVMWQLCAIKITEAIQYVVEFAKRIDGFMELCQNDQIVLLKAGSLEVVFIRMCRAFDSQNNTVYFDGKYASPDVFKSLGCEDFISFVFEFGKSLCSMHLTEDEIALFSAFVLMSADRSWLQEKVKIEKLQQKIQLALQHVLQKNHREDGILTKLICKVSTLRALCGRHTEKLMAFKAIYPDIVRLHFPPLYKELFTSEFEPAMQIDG
S1P3 agonist – S1P3 (human) receptor agonism. S1P3 NFAT-BLA reporter cells, FRET ratio; relative to 1 µM S1P, basal subtracted. activation, % at 4.5 µM. hit rate 0.1% among 60,000;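 active = activation above the screen-wide mean plus 3 SD, cut at about 4.5% in these data, passing the limit was not always enough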; note: some compounds called inactive have numbers as strong as hits
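Assay system: CHO cells stably expressing human S1P3, Gα16 and NFAT-β-lactamase reporter. Timing: overnight plating, 4 h compound 37 °C, 2 h substrate RT. Signal: β-lactamase FRET emission ratio 460/535 nm. Measure: percent activation versus median 1 µM S1P response, basal-subtracted, per plate. Repeats: primary screen single test, confirmation screen in triplicate.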
SF1 activator – activates the human nuclear receptor SF-1; hit rate 1.9% among 65,000; Q13285; CHO-K1 Gal4-SF-1 LBD luciferase reporter; % increase over DMSO SF-1-specific signal; AID 522; activation, % at 10 µM;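 active = activation above the mean activation of all tested compounds plus 3 SD, cut at about 50% in these data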
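Compound – one dose, 10 µM compound, 1% DMSO · Test system – transient Gal4-SF-1 LBD reporter, CHO-K1 · Input – 4,000 cells in each well · Read-out basis – percent activation relative to DMSO median and mock-transfected background · Replicates – single measurement per compound · Technique – steady-glow luciferase luminescence, read after 15 min reagent incubation · Timing – 20 h compound treatment, 37 °C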
Ecoli tolC – E. coli tolC mutant growth inhibition | growth inhibition, % at 10 µM (by protocol) | AID 573 | hit rate 2.2% among 65,000 | E. coli BW25113 tolC mutant growth, OD615;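 active = growth inhibition at or above a cutoff equal to the mean over every tested compound plus 3 SD, cut at about 60% in these data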;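 note: growth measured after 20 h incubation at 37 °C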
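Signal: optical density read at 615 nm; Assay system: E. coli ΔtolC::kan strain BW25113; Times: 20 h incubation with compound, 37 °C; Dosing: 10 µM final, single dose.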
S1P1 ag pot – agonists and agonism potentiators of human S1P1 receptor; AID 449; S1P1 CRE-bla cells, forskolin, beta-lactamase FRET, potentiator mode; S1P1 agonist co-added at EC20, 2 nM; 100% = saturating reference agonist, 0% = basal; P21453; activation, % at 9.5 µM; hit rate 0.57% among 56,000;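 active = activation above a cutoff set at the mean activation of all tested compounds plus 3 SD, cut at about 54% in these data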;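 note: forskolin at 4 µM as EC80 and the EC20 agonist is SEW2871; 100% = SEW2871 at its EC100 plus forskolin at EC80; some compounds past the cut are filed as inactive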
AP ELISA ortho – orthogonal test for alternative complement pathway inhibitors; hit rate 0.08% among 62,000; inhibition, % at 5 µM; AID 1235; Human serum alternative complement pathway, LPS-coated ELISA, C3 deposition; tested in compound mixtures;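 active = inhibition above 30% in each of the two pooled mixtures holding the compound, so the lower value exceeds 30%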;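 note: 0% = serum in Mg-EGTA without compound and 100% = EDTA serum blank; some compounds past the cut are filed as inactive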
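Assay system: human serum alternative complement pathway, C3 deposition on LPS-coated wells; Dosing: 5 µM per compound in ten-compound mixtures; Detection: Anti-C3 ELISA, OD 450 nm; Buffer or medium: Mg2+-EGTA GVB++ buffer containing human serum at 1:15 dilution; Timing: 1 h at 37 °C; Replication: two different pools per compound.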
5HT1a antag – 5-HT1a (human) receptor antagonism; P08908; hit rate 0.68% among 62,000; inhibition, % at 10 µM; CHO 5-HT1a Ga15 NFAT-bla reporter, antagonist mode; AID 612;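 active = inhibition above the mean of all tested compounds plus 3 SD, cut at about 43% in these data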;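 note: receptor stimulated by 5-CT agonist at 100 nM near EC80; beta-lactamase reporter measured by ratiometric fluorescence of a cleavable substrate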
HTR1E antagonist – 5-HT1E (human) receptor antagonism | P28566 | CHO 5-HT1E Ga15 NFAT-bla reporter, FRET, antagonist | inhibition, % at 6 µM | hit rate 0.99% among 65,000;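 active = inhibition above a set limit, the mean inhibition across every tested compound plus 3 SD, cut at about 29% in these data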;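 note: signal is the 460 over 535 nm emission ratio of beta-lactamase substrate; 0% = agonist plus DMSO wells and 100% = wells without agonist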
The depositor's hits bear a star; x = no result given.

1: O=C(NCc1ccc(F)cc1)C1CCC(=O)N1CCc1ccccc1 (centres undefined)
2: CC(C)(C)n1ncc2c(=O)n(CC(=O)NCc3ccco3)cnc21
3: Cn1c(C(=O)N2CCCC(C(=O)NCCc3ccccc3)C2)cc2sccc21 (centres undefined)
4: O=C(Nc1ccc(S(=O)(=O)Nc2ccc(Cl)cc2)cc1)C1CCCO1 (centres undefined)
5: COc1cc2[nH]c(=S)n(Cc3ccc(C)o3)c(=O)c2cc1OC
6: C=CCn1c2ccccc2c2nnc(SCc3ccc4nonc4c3)nc21
7: COc1cccc(C2NC(CCSC)(C(=O)O)C3C(=O)N(C(C)C)C(=O)C23)c1O (centres undefined)
8: O=C(Nc1nccs1)c1ccc(S(=O)(=O)N2CCCCC2)cc1

assay / compound	1	2	3	4	5	6	7	8
5HT1E ag	-0.1	-0.2	0.3	0.5	-0.3	-0.1	0.3	0.9
RORA act	-13	38	1	-24	-5	9	2	0
S1P3 agonist	-0.5	-1.3	-0.6	-0.8	x	-0.8	-0.5	0.6
SF1 activator	-13	50*	4	6	10	-7	-20	-3
Ecoli tolC	6	-10	5	19	10	-3	-23	-6
S1P1 ag pot	-9	-6	-9	17	x	-20	-17	-15
AP ELISA ortho	-1	1	21	5	15	16	10	8
5HT1a antag	-2	0	4	9	-8	-9	2	-7
HTR1E antagonist	-10	-2	-3	9	11	13	2	-6

Values in list order from above:
HTR1E antagonist, compounds 1–8, in order: -10, -2, -3, 9, 11, 13, 2, -6
Ecoli tolC, compounds 1–8, in order: 6, -10, 5, 19, 10, -3, -23, -6

(continued)
9: Cc1ccc(Nc2nc(CSc3nnnn3C)cs2)cc1
10: COc1ccc(Cl)cc1C(=O)Nc1nnn(C)n1
11: CCOc1cc(-c2nc(-c3ccc(C)nc3OC)no2)cc(OCC)c1OCC
12: C=CCn1c(SCCOC)nc2c1c(=O)[nH]c(=O)n2C
13: CCC1CCCCN1Cc1nc2c(c(=O)n(C)c(=O)n2C)n1CCCc1ccccc1 (centres undefined)
14: CCn1c(COc2ccccc2C)nnc1SCC(=O)NCc1ccccc1
15: O=C(c1ccccc1)N1CCCOC1c1ccccc1 (centres undefined)
16: O=C(NCCc1nc2ccccc2[nH]1)c1ccco1

assay / compound	9	10	11	12	13	14	15	16
5HT1E ag	0.0	-0.4	0.1	0.4	-0.1	0.4	-0.4	0.7
RORA act	27	7	-6	9	8	0	-18	-17
S1P3 agonist	1.9	-0.2	-1.0	-0.9	1.2	0.6	0.1	-0.3
SF1 activator	45	-24	-6	-20	-9	-14	-2	-11
Ecoli tolC	16	-3	-12	-16	27	20	-25	-21
S1P1 ag pot	14	8	-4	22	-11	10	12	-6
AP ELISA ortho	-5	-2	-2	5	16	18	3	x
5HT1a antag	-2	3	-1	17	-4	-19	-9	-6
HTR1E antagonist	3	9	-11	19	-1	-6	-8	-8

Some of the entries above, reformatted.
Values in the order – 5HT1E ag, RORA act, S1P3 agonist, SF1 activator, Ecoli tolC, S1P1 ag pot, AP ELISA ortho, 5HT1a antag, HTR1E antagonist
(12) C=CCn1c(SCCOC)nc2c1c(=O)[nH]c(=O)n2C
→ 0.4, 9, -0.9, -20, -16, 22, 5, 17, 19
(13) CCC1CCCCN1Cc1nc2c(c(=O)n(C)c(=O)n2C)n1CCCc1ccccc1 (centres undefined)
→ -0.1, 8, 1.2, -9, 27, -11, 16, -4, -1
(14) CCn1c(COc2ccccc2C)nnc1SCC(=O)NCc1ccccc1
→ 0.4, 0, 0.6, -14, 20, 10, 18, -19, -6
(15) O=C(c1ccccc1)N1CCCOC1c1ccccc1 (centres undefined)
→ -0.4, -18, 0.1, -2, -25, 12, 3, -9, -8
(16) O=C(NCCc1nc2ccccc2[nH]1)c1ccco1
→ 0.7, -17, -0.3, -11, -21, -6, x, -6, -8

Other records
17: CCC1(c2ccc(F)cc2)NC(=O)N(CC(=O)N2CCOCC2)C1=O (centres undefined)
18: CC(NS(=O)(=O)c1ccccc1)C(=O)Nc1nccs1 (centres undefined)
19: CN(C)c1ccc(-c2nn3c(-c4ccncc4)nnc3s2)cc1
20: COCc1nc2ccccc2n1Cc1ccccc1
21: CC1(C)CC(=O)c2sc(NC(=O)CN3C(=O)CCC3=O)nc2C1
22: O=c1c2ccccc2nnn1CSc1nnc(-c2cccc(S(=O)(=O)N3CCCCC3)c2)o1
23: O=c1oc2c(CN3CCOCC3)c(O)c(Cl)cc2c2c1CCC2
24: CC(OC(=O)c1cccs1)C(=O)NCc1cccs1 (centres undefined)

assay / compound	17	18	19	20	21	22	23	24
5HT1E ag	0.8	-0.1	-0.8	-0.5	1.7	-0.8	0.7	-0.3
RORA act	3	-2	23	30	-16	-3	12	-11
S1P3 agonist	x	0.2	-0.5	x	-0.4	x	-0.6	0.8
SF1 activator	-11	10	5	9	-9	0	-6	8
Ecoli tolC	-13	3	84*	-1	-5	2	-24	-16
S1P1 ag pot	x	-1	-31	x	-19	x	-2	-8
AP ELISA ortho	19	11	8	0	8	11	12	20
5HT1a antag	-3	-1	-6	2	2	-5	-4	-15
HTR1E antagonist	-4	6	-7	-5	0	8	3	-3

25: CC(C)n1c(SCC(=O)N2c3ccccc3Sc3ccccc32)nc2c1c(=O)n(C)c(=O)n2C
26: CCOc1ccc(N(CC(=O)NCc2cccs2)S(=O)(=O)c2c(C)noc2C)cc1
27: N/C(=N/O)c1nc(N2CCCC2)nc(N(c2ccccc2)c2ccccc2)n1
28: CCOc1cc(C(=O)NCCOC)cc(OCC)c1OCC
29: COc1ccc(N2C(=O)CCC(C(=O)Nc3cccc(C)n3)C2c2ccc(OC)c(OC)c2)cc1 (centres undefined)
30: COc1ccccc1NC(=O)CN1CCN(Cc2ccccc2)CC1
31: CCCc1cc(=O)[nH]c(SCC(=O)NC(=O)c2ccccc2)n1
32: CCOC(=O)c1cc2c(=O)n3ccccc3nc2n(CCOC)c1=NC(=O)c1ccncc1

assay / compound	25	26	27	28	29	30	31	32
5HT1E ag	0.3	0.6	1.1	-0.3	-1.9	-0.3	0.9	2.9
RORA act	-2	-18	4	-31	-3	-2	-4	28
S1P3 agonist	-0.1	-1.8	-1.3	-1.1	x	-1.0	-0.6	x
SF1 activator	17	-6	-12	-7	5	8	-3	21
Ecoli tolC	19	2	72*	-5	12	0	x	6
S1P1 ag pot	-48	-8	-43	-12	x	x	-17	x
AP ELISA ortho	11	9	1	4	15	11	-9	-1
5HT1a antag	-31	-3	13	4	0	10	4	-27
HTR1E antagonist	13	-10	-9	-5	12	1	-1	6

33: COc1ccc([C@@H]2[C@H]3CN(C(C)=O)CC=C3C(C#N)=C(N)C2(C#N)C#N)c2ccccc12
34: CCC1CCCCN1CCNS(=O)(=O)c1ccc2c(c1)CCN2C(C)=O (centres undefined)
35: COC(=O)c1ccc(OC)c(CSc2nnc(-c3ccc(C)cc3)o2)c1
36: NC(=O)CC1NC(=O)c2ccccc21 (centres undefined)
37: CCC(C)(C)NC(=O)C(c1ccco1)N(C(=O)Cn1nnc2ccccc21)c1ccc2c(c1)OCO2 (centres undefined)
38: COc1ccc(C2C(C#N)=C(N)Oc3cc(N)ccc32)cc1OC (centres undefined)
39: COc1ccc(NC(=O)CSc2nnc(Cc3cccn3C)n2CCc2ccccc2)c(OC)c1
40: COC(=O)c1cc(O)c(OCc2ccccc2)c(O)c1

assay / compound	33	34	35	36	37	38	39	40
5HT1E ag	-0.5	-0.3	0.0	-0.7	-0.5	0.8	0.0	-0.1
RORA act	19	3	-3	2	0	1	-4	19
S1P3 agonist	-1.3	x	-0.7	-0.2	-0.6	-1.1	-0.1	-0.3
SF1 activator	1	-8	15	10	-12	5	1	12
Ecoli tolC	-11	-14	-6	-20	9	-7	37	-14
S1P1 ag pot	22	x	5	-15	8	-18	-30	-7
AP ELISA ortho	10	-4	0	-9	2	4	12	-6
5HT1a antag	-11	7	-8	12	3	-3	6	-5
HTR1E antagonist	-3	9	-1	-1	3	28	-7	9

41: O=C1COc2ccc(C(=O)c3ccccc3)cc2CN1
42: c1csc(-c2cnc3n2CCCC3)c1
43: Cc1ccc(S(=O)(=O)NCCSc2nnc(N)s2)cc1
44: Cc1cc(C)c2c(n1)nn1c(NCCCN(C)C)cc(C)nc21
45: O=C(CCc1nc(-c2ccccc2F)no1)NC1CCN(Cc2ccccc2)CC1
46: COc1ccccc1N1CCN(S(=O)(=O)Cc2ccccc2Cl)CC1
47: COc1ccccc1Nc1nc(N)nc(CN2CCOCC2)n1
48: C=CCn1c(CSc2nc3ccccc3s2)nnc1SCC(=O)NCc1ccco1

assay / compound	41	42	43	44	45	46	47	48
5HT1E ag	0.1	0.6	-0.3	1.3	0.5	0.4	0.4	0.1
RORA act	15	-1	-9	9	-14	-17	-3	-18
S1P3 agonist	0.6	x	-0.7	-0.2	-0.5	-0.9	0.3	0.3
SF1 activator	9	-5	-18	-4	11	-8	-11	4
Ecoli tolC	1	-4	0	-10	0	7	-5	29
S1P1 ag pot	-34	x	-3	-18	6	x	-31	-5
AP ELISA ortho	0	-1	-3	-1	5	8	4	10
5HT1a antag	-6	-4	-6	-2	-11	14	-6	-12
HTR1E antagonist	5	1	2	0	1	-3	7	-3

49: Cc1cccc(-n2c(N)c(C(=O)NCCN3CCOCC3)c3nc4ccccc4nc32)c1
50: O=C1CCC(C(=O)Nc2ccc(OC(F)F)cc2)N1 (centres undefined)
51: Cc1cc(C)c2c(N)c(C(=O)N3CCN(c4ncccn4)CC3)sc2n1
52: COc1cc(OC)c(NC(=O)CS(=O)(=O)Cc2nc(-c3ccc(C)cc3)oc2C)cc1Cl
53: O=C(c1ccccc1)c1cncc(Br)c1
54: CC(=O)N1CCC(N(C(=O)Nc2ccc(C)c(C)c2)C2CCCC2)CC1
55: COc1ccc2ccccc2c1C(O)c1nccn1C (centres undefined)

assay / compound	49	50	51	52	53	54	55
5HT1E ag	2.8	-0.9	0.1	0.5	-1.1	-0.6	-0.3
RORA act	-10	-27	-3	-8	-7	-11	-26
S1P3 agonist	-0.9	-0.1	-0.2	0.5	-0.4	-1.7	-1.4
SF1 activator	14	-11	13	-13	-13	6	-4
Ecoli tolC	10	-13	13	8	-4	-19	-2
S1P1 ag pot	-19	-12	-5	-19	15	12	-13
AP ELISA ortho	16	10	12	8	2	10	16
5HT1a antag	1	-1	-4	-12	13	6	20
HTR1E antagonist	7	-16	-2	-8	0	2	-2
